PRC2 inh: blocks human EZH2/PRC2 H3K27 methylation | AID 651548 | 0.35% of 57,000 active | DELFIA TRF, 1 h | inhibition, % at 12.5 µM;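 active means mean inhibition of replicates at least 50% and every single replicate also reaching 50%; inconclusive means mean inhibition at least 50% but some replicate falls below 50%; inactive means mean inhibition under 50%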;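 further: dimethyl H3K27 on biotinylated H3 21-44 peptide detected by antibody; plate controls were median neutral control wells for no effect and median positive control wells for full effect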
IDH1 mut inh: inhibitors of human IDH1 R132H; O75874; IDH1 R132H reductase, diaphorase/resazurin fluorescence, 60 min; inhibition, % at 10 µM; 0.18% of 70,000 active; AID 624101; in the data active means inhibition above about 34%; inconclusive means no clear call, values can overlap the other calls; inactive means below about 11%;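 further: 0% = DMSO and 100% = no enzyme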
Target sequence (O75874 whole entry R132H): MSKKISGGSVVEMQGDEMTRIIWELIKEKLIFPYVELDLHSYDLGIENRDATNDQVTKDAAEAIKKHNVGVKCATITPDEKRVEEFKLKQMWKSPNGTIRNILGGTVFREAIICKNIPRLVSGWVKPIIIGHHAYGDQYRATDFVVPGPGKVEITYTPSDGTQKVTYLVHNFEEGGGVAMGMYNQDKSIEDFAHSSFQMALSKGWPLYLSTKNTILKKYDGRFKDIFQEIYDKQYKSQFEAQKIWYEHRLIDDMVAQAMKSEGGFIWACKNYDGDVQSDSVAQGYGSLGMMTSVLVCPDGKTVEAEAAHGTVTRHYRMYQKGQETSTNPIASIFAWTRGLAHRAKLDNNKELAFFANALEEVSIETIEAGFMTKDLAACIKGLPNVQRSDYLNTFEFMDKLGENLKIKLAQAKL
* hit, by the source's call; ? = inconclusive; / = not tested or not shown. A portion of the library (hit frequency here may not be typical).

smiles | PRC2 inh | IDH1 mut inh
C[C@@H]1CCCCO[C@H](CN(C)C)[C@H](C)CN([C@@H](C)CO)C(=O)c2cc(NC(=O)NC3CCCCC3)ccc2O1 | 6 | /
C[C@H]1CN([C@@H](C)CO)C(=O)Cc2cc(NS(=O)(=O)c3ccc(Cl)cc3)ccc2O[C@@H]1CN(C)Cc1ccccc1 | -3 | -0.3
C[C@H](CO)N1C[C@H](C)[C@@H](CN(C)C(=O)[C@@H]2CCCN2C)OCc2ccccc2-c2c(n(C)c3ccccc23)C1=O | -10 | /
C[C@H](CO)N1C[C@H](C)[C@@H](CN(C)C(=O)C2CCC2)Oc2ncc(/C=C/c3ccccc3)cc2C1=O | -14 | -0.4
O=C(CCCCCCC(=O)Nc1ccccc1O)N/N=C/c1ccc(O)cc1 | 8 | 0.1
CO[C@H]1CN(C)C(=O)c2cc(NS(=O)(=O)c3ccccc3)ccc2OC[C@H](C)N(Cc2ccccn2)C[C@@H]1C | -1 | 0.1
C[C@@H]1CN([C@@H](C)CO)C(=O)c2cc(NC(=O)Nc3cccc4ccccc34)ccc2O[C@@H](C)CCCCO[C@@H]1CN(C)S(=O)(=O)c1cccs1 | / | 1.0
COc1ccc(S(=O)(=O)N(C)C[C@H]2OCCCC[C@H](C)Oc3ccc(NC(=O)Nc4ccc(C(F)(F)F)cc4)cc3C(=O)N([C@@H](C)CO)C[C@@H]2C)cc1 | / | -2.5
C[C@@H]1CCCCO[C@H](CN(C)C(=O)Nc2cccc3ccccc23)[C@@H](C)CN([C@H](C)CO)C(=O)c2cc(N(C)C)ccc2O1 | 9 | -0.3
C[C@H]1CN([C@@H](C)CO)C(=O)c2cccc(NS(C)(=O)=O)c2O[C@@H]1CN(C)Cc1ccc(Cl)c(Cl)c1 | -1 | 0.8
Cc1nn(CC(O)COc2ccc3cc(Br)ccc3c2)c(C)c1Cl (stereo not given) | -14 | -0.2
COc1ccccc1CNC(=O)C[C@@H]1CC[C@@H](NC(=O)CC2CC2)[C@@H](CO)O1 | 1 | 0.0
O=C(C[C@H]1C[C@H]2c3cc(NC(=O)Nc4ccc(C(F)(F)F)cc4)ccc3O[C@H]2[C@H](CO)O1)NCc1cccnc1 | 0 | -1.1
CCCC#Cc1cnc2c(c1)C(=O)N([C@@H](C)CO)C[C@@H](C)[C@H](CN(C)C(=O)C1CCC1)O2 | 6 | -0.2
O=C1NC(=S)N(S(=O)(=O)c2cccc3cccnc23)C1Cc1ccccc1 (stereo not given) | -2 | -1.5
CN(C)CC(=O)N[C@@H]1CC[C@@H](CCNC(=O)Nc2ccc(F)cc2)O[C@H]1CO | -18 | 0.3
Cc1ccc2c(c1)CCCN2C(=O)c1scc(S(=O)(=O)c2ccc(Cl)cc2)c1C | 17 | 1.6
C[C@H](NC(=O)C[C@H]1C[C@H]2c3cc(NC(=O)C4CCC4)ccc3O[C@H]2[C@H](CO)O1)c1ccccc1 | -8 | -0.2
Cc1ccc(S(=O)(=O)N(C)C[C@@H]2Oc3ccc(NC(=O)Nc4ccccc4)cc3C(=O)N([C@H](C)CO)C[C@@H]2C)cc1 | / | 1.1
COc1c(O[C@@H]2O[C@H](CO[C@H]3OC[C@](O)(CO)[C@H]3O)[C@@H](O)[C@H](O)[C@H]2O)cc2occ(-c3ccc(O)cc3)c(=O)c2c1O | / | -0.4
C[C@@H]1CN([C@H](C)CO)C(=O)c2cc(-c3cccnc3)cnc2O[C@H]1CN(C)C(=O)Nc1ccc(F)cc1 | / | -0.1
CNC[C@@H]1Oc2ccc(NS(=O)(=O)c3c(C)noc3C)cc2CC(=O)N([C@@H](C)CO)C[C@H]1C | / | 1.0
Cc1ccc(NC(=O)COc2ccc(Br)cc2Cl)c([N+](=O)[O-])c1 | 4 | -0.1
C[C@H]1CCCCO[C@@H](CN(C)C(=O)Nc2ccccc2)[C@@H](C)CN([C@@H](C)CO)C(=O)c2cc(NC(=O)Nc3ccc(C(F)(F)F)cc3)ccc2O1 | / | 2.1
C[C@@H]1CCCCO[C@@H](CN(C)C(=O)Nc2ccccc2)[C@H](C)CN([C@H](C)CO)C(=O)c2cc(NC(=O)C3CCCCC3)ccc2O1 | / | 0.1

Arranged by count of non-hydrogen atoms (smallest number first): some entries from above.
smiles | PRC2 inh | IDH1 mut inh
Cc1ccc2c(c1)CCCN2C(=O)c1scc(S(=O)(=O)c2ccc(Cl)cc2)c1C | 17 | 1.6
C[C@H]1CN([C@@H](C)CO)C(=O)c2cccc(NS(C)(=O)=O)c2O[C@@H]1CN(C)Cc1ccc(Cl)c(Cl)c1 | -1 | 0.8
C[C@H]1CN([C@@H](C)CO)C(=O)Cc2cc(NS(=O)(=O)c3ccc(Cl)cc3)ccc2O[C@@H]1CN(C)Cc1ccccc1 | -3 | -0.3

Following part.
smiles | PRC2 inh | IDH1 mut inh
C[C@H]1CN([C@@H](C)CO)C(=O)c2cc(-c3cccc(C#N)c3)cnc2O[C@@H]1CN(C)C | 8 | 0.3
COc1ccc(C)cc1NC(=O)CN(C1CCCCC1)S(=O)(=O)c1ccc(Cl)cc1 | 19 | 0.0
O=C(N[C@@H]1C=C[C@H](CC(=O)N2CCOCC2)O[C@@H]1CO)c1ccccn1 | 6 | 0.2
CS(=O)(=O)Nc1ccc2c(c1)[C@H]1C[C@H](CC(=O)NCc3ccccc3F)O[C@@H](CO)[C@H]1O2 | -14 | -0.4
N#Cc1c(NC(=O)CSc2nnc(N)s2)sc2c1CCCC2 | -5 | 0.7
C[C@@H]1CN([C@@H](C)CO)C(=O)c2cccc(NC(=O)c3cnccn3)c2O[C@H]1CN(C)Cc1ccc(Oc2ccccc2)cc1 | -5 | /
O=C(CSc1nc2ccccc2[nH]1)Nc1c(Cl)cccc1Cl | 17 | 0.6
CO[C@@H]1CN(C)C(=O)c2cc(NS(=O)(=O)c3ccccc3)ccc2OC[C@H](C)N(Cc2nccs2)C[C@@H]1C | -7 | 0.3
COc1ccccc1S(=O)(=O)N(C)C[C@H]1OCc2ccccc2-c2c(n(C)c3ccccc23)C(=O)N([C@@H](C)CO)C[C@@H]1C | -28 | /
COc1ccc(-c2nnc3c4ccccc4c(C)nn23)cc1S(N)(=O)=O | -7 | 0.2
C[C@@H]1CN([C@H](C)CO)C(=O)c2cccc(NS(=O)(=O)c3ccc(F)cc3)c2O[C@@H]1CN(C)Cc1ccc(Cl)c(Cl)c1 | / | -1.1
C[C@@H]1CCCCO[C@H](CN(C)Cc2ccccc2)[C@@H](C)CN([C@@H](C)CO)C(=O)c2cc(NC(=O)CCC(F)(F)F)ccc2O1 | 5 | 0.6
COC(=O)c1ccccc1S(=O)(=O)NC(=O)c1ccccc1 | -1 | -0.1
Cc1ccc(S(=O)(=O)NCC[C@@H]2CC[C@H](NC(=O)c3cccc(F)c3)[C@H](CO)O2)cc1 | -1 | 0.0
Cc1ccc(S(=O)(=O)N(C)C[C@@H]2Oc3ccc(NC(=O)Cn4cnnn4)cc3CC(=O)N([C@H](C)CO)C[C@H]2C)cc1 | / | 1.0
C[C@H]1CN([C@@H](C)CO)S(=O)(=O)c2ccc(C#Cc3ccccc3F)cc2O[C@@H]1CN(C)C(=O)Cc1ccccc1 | 3 | 0.7
C[C@@H]1CCCCO[C@@H](CN(C)S(=O)(=O)c2ccc(Cl)cc2)[C@H](C)CN([C@@H](C)CO)C(=O)c2cc(NC(=O)Nc3ccc(C(F)(F)F)cc3)ccc2O1 | / | 1.1
O=C(COc1ccc(Cl)cc1)NC(=S)Nc1ccccc1[N+](=O)[O-] | -9 | -0.1
Cc1ccc(S(=O)(=O)N(C)C[C@H]2OCCCC[C@H](C)Oc3ccc(NC(=O)Nc4ccc(F)cc4)cc3C(=O)N([C@H](C)CO)C[C@@H]2C)cc1 | / | -0.3
O=C(CC1(O)C(=O)N(Cc2cccc3ccccc23)c2ccccc21)c1ccccn1 (stereo not given) | -6 | 0.4
C[C@H](CO)N1C[C@H](C)[C@H](CN(C)Cc2ccc(-c3ccccc3)cc2)Oc2c(NC(=O)c3cnccn3)cccc2C1=O | -4 | /
COc1ccc(S(=O)(=O)Nc2cccc3c2O[C@@H](CN(C)C(=O)Nc2c(C)noc2C)[C@H](C)CN([C@@H](C)CO)C3=O)cc1 | / | -3.6
Cc1ccc(C2=NC(C(F)(F)F)(C(F)(F)F)N=C3SCCN32)cc1 | ? | 0.1
C[C@@H]1CN([C@@H](C)CO)C(=O)CCCn2cc(nn2)CO[C@H]1CN(C)Cc1ccc2c(c1)OCO2 | -1 | /
C[C@@H]1CN([C@H](C)CO)C(=O)Cc2cc(N(C)C)ccc2O[C@@H]1CN(C)S(=O)(=O)c1ccccc1 | 0 | -1.5

Whole records as entered above. Values in the order: PRC2 inh, IDH1 mut inh
COc1ccccc1S(=O)(=O)N(C)C[C@H]1OCc2ccccc2-c2c(n(C)c3ccccc23)C(=O)N([C@@H](C)CO)C[C@@H]1C is listed with -28, /
COC(=O)c1ccccc1S(=O)(=O)NC(=O)c1ccccc1 is listed with -1, -0.1
C[C@@H]1CN([C@@H](C)CO)C(=O)CCCn2cc(nn2)CO[C@H]1CN(C)Cc1ccc2c(c1)OCO2 is listed with -1, /
C[C@@H]1CN([C@H](C)CO)C(=O)c2cccc(NS(=O)(=O)c3ccc(F)cc3)c2O[C@@H]1CN(C)Cc1ccc(Cl)c(Cl)c1 is listed with /, -1.1
O=C(N[C@@H]1C=C[C@H](CC(=O)N2CCOCC2)O[C@@H]1CO)c1ccccn1 is listed with 6, 0.2

Next records follow.
smiles | PRC2 inh | IDH1 mut inh
Cc1noc(C)c1S(=O)(=O)Nc1ccc2c(c1)C(=O)N([C@@H](C)CO)C[C@@H](C)[C@H](CN(C)C(=O)CCC(F)(F)F)OCCCC[C@H](C)O2 | / | 2.2
C[C@H](O)C#Cc1cnc2c(c1)C(=O)N([C@H](C)CO)C[C@H](C)[C@@H](CN(C)C(=O)c1ccccc1F)O2 | 11 | /
C[C@H]1CN([C@@H](C)CO)C(=O)Cc2cc(NS(=O)(=O)c3cccs3)ccc2O[C@H]1CN(C)CC1CC1 | / | -1.8
C[C@H](CO)N1C[C@H](C)[C@H](CN(C)Cc2ccc(C(F)(F)F)cc2)Oc2ccc(NS(=O)(=O)c3ccc(Cl)cc3)cc2CC1=O | / | -0.9
O=C(N[C@@H]1CC[C@@H](CC(=O)N2CCCCC2)O[C@@H]1CO)c1ccc2c(c1)OCO2 | 10 | 0.0
C[C@@H]1CN([C@@H](C)CO)C(=O)c2cc(C3=CCCC3)cnc2O[C@H]1CN(C)C(=O)Cc1ccncc1 | / | 1.5
C[C@H](CO)N1C[C@H](C)[C@@H](CN(C)Cc2ccc(Oc3ccccc3)cc2)Oc2c(NS(=O)(=O)c3cccs3)cccc2C1=O | / | -0.7
Cc1cc(C)nc(Nc2n[nH]c(COc3ccccc3)n2)n1 | / | 0.5
O=C(CCCCCCC(=O)Nc1ccccc1O)N/N=C/c1cc(Br)ccc1O | 16 | 0.5
CCn1c(SCC(=O)Nc2ccc(Cl)cc2C)nnc1-c1ccc(Cl)cc1 | 0 | 0.0
C[C@H]1CN([C@@H](C)CO)S(=O)(=O)c2ccc(-c3cccc(C#N)c3)cc2O[C@@H]1CN(C)C(=O)c1ccccc1 | / | 0.1
C[C@H]1CN([C@@H](C)CO)C(=O)c2ccccc2-c2ccccc2CO[C@H]1CN(C)S(=O)(=O)CC(F)(F)F | 3 | 0.3
O=C(N[C@@H]1CC[C@H](CCNC(=O)C2CC2)O[C@H]1CO)c1ccccn1 | 8 | 0.4
CO[C@H]1CN(C)C(=O)c2ccc(NC(=O)Nc3ccc(F)cc3)cc2OC[C@H](C)NC[C@H]1C | -12 | 0.3
C[C@H]1CN([C@@H](C)CO)S(=O)(=O)c2ccc(-c3ccccc3F)cc2O[C@H]1CN(C)CC1CC1 | -28 | 0.4
COCC(=O)N(C)C[C@@H]1Oc2ncc(-c3ccc(F)cc3)cc2C(=O)N([C@H](C)CO)C[C@H]1C | 15 | 0.2
COc1ccc(I)cc1S(=O)(=O)NCc1ccccn1 | -13 | 0.1
CS(=O)(=O)Nc1ccc2c(c1)[C@H]1C[C@H](CC(=O)NCc3ccc(Oc4ccccc4)cc3)O[C@H](CO)[C@H]1O2 | 9 | 0.1
Cc1noc(C)c1S(=O)(=O)N(C)C[C@@H]1Oc2ccc(NC(=O)CCC(F)(F)F)cc2CC(=O)N([C@@H](C)CO)C[C@H]1C | / | 1.7
Cc1ccc(NC(=O)CSc2nc3ccccc3o2)cc1Cl | 24 | -0.3
CO[C@@H](CN(C)C(=O)c1cnccn1)[C@H](C)CN([C@H](C)CO)S(=O)(=O)c1ccc(F)cc1 | -5 | 0.0
C[C@H](CO)N1C[C@H](C)[C@@H](CN(C)Cc2cccc(O)c2)OCc2cn(nn2)CCCC1=O | 1 | /
C[C@H]1CN([C@@H](C)CO)C(=O)c2cc(C#CC3CC3)cnc2O[C@H]1CN(C)C(=O)c1ccncc1 | 2 | -0.1
C[C@H]1CN([C@@H](C)CO)C(=O)Cc2cc(N(C)C)ccc2O[C@H]1CN(C)Cc1ccc(C(F)(F)F)cc1 | -4 | -3.4
Cc1c(Cl)cccc1NC(=O)CCC(=O)O | -15 | -0.2
C[C@@H]1CN([C@H](C)CO)C(=O)c2cccc(NC(=O)c3ccncc3)c2O[C@H]1CN(C)C(=O)Nc1cccc2ccccc12 | 6 | /
COc1ccc(CN(C)C[C@@H]2Oc3ccc(NC(=O)Nc4ccc5c(c4)OCO5)cc3C(=O)N([C@H](C)CO)C[C@H]2C)cc1 | / | -1.0
C[C@H]1CN([C@@H](C)CO)C(=O)c2cc(NC(=O)Cc3cn(C)c4ccccc34)ccc2O[C@H]1CN(C)Cc1ccc(C(F)(F)F)cc1 | / | -0.2
COc1ccc(NC(=O)Nc2ccc3c(c2)C(=O)N([C@H](C)CO)C[C@@H](C)[C@@H](CN(C)S(C)(=O)=O)O3)cc1 | / | -0.3
Cn1c(SCC(=O)c2ccc(Cl)cc2)nnc1-c1ccccc1O | 6 | 0.5
COc1ccc(NC(=O)N[C@@H]2CC[C@@H](CCNC(=O)CCN3CCCCC3)O[C@H]2CO)cc1 | -1 | -0.6
